B2AR arrestin: agonists driving beta-arrestin recruitment to human beta2-adrenergic receptor; P07550; beta-arrestin recruitment to beta2AR, cell-based reporter; Potency, µM (top dose mostly 46.1 µM), for inactives: at the highest dose activation, most hits filed as activators; 330,000 tested, 0.02% active;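 note: potency is the fitted concentration of half-maximal effect; 0% = DMSO controls and full agonism = EC100 isoproterenol or metaproterenol; nearly all actives have a fitted effect of over 65% in size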
Target sequence (P07550 whole entry, looked up): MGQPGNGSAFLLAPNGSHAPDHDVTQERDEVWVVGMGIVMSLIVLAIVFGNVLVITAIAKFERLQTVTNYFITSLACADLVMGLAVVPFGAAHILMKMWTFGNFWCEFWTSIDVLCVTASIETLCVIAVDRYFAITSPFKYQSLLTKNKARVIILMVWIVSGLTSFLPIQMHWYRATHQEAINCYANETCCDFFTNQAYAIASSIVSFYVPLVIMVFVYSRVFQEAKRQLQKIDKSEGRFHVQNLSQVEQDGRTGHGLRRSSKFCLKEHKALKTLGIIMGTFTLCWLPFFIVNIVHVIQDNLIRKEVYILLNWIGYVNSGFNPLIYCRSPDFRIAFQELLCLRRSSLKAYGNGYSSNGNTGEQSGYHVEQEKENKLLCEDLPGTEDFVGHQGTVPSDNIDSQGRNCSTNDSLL
Integrin act MD: integrin-mediated muscular dystrophy alleviation activation | alpha7betagal myoblasts, beta-gal FDG fluorescence, 48 h | Potency, µM (top dose mostly 38.3 µM), without a hit: top-dose activation, most hits filed as activators | 350,000 tested, 0.064% active | AID 624291;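 note: potency is the fitted concentration of half-maximal effect; 100% = response of the positive control SU9516; nearly all actives have a fitted effect of over 60% in size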
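alpha7betagal+/- myoblasts (passage 13, 250/well) treated 48 h at 37C with compounds at 1:260 dilution of DMSO stock. Lysed, then beta-galactosidase activity read as FDG fluorescence (ex 480/em 540) after 30 min, with pre-read for autofluorescence.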
p53 reactivation: restores transcriptional activity of mutant p53; AID 504706; Potency, µM (doses to about 92.2 µM), without a hit: top-dose activity change, positive = activation, usual class: activators; H1299 p53-A138V BP100-luciferase reporter, luminescence, 24 h; 320,000 tested, 0.063% active; note: potency is the fitted concentration of half-maximal effect; % of control where 0% means no effect; nearly all actives have a fitted effect of over 45% in size
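p53-null H1299 cells stably carrying temperature-sensitive p53-A138V and a BP100-luciferase reporter were pinned with compounds (4-point, 1:5 series) and held 24 hrs at 37 deg C. Luminescence was read 10 min after detection reagent.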
PTAP TSG101 blk: blocks PTAP/TSG101 interaction to inhibit HIV-1 budding | Q99816 | Fluorescence polarization, FITC-PTAP peptide / Tsg101 binding | Potency, µM (titrated, usually from 115 µM), without a hit: at the top dose activity change, negative = inhibition, hits mostly inhibitors | 340,000 tested, under 10 active | AID 493005; active = well fitted inhibition curve with a large enough effect in the main read-out, with a control signal flat, not every such curve was filed as active; inconclusive = small, poorly fitted or top-dose-only effect, or effect the other way, or a change in a side signal; inactive = no such curve, though single readings can be large or run the other way; note: potency is the fitted concentration of half-maximal effect; % of control where 0% means no effect
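Fluorescence polarization binding of Tsg101 binding domain (10 uM final) to FITC-labeled PTAP peptide (50 nM final) in HEPES pH 7.5 buffer with NaCl, Tween 20, EDTA, TCEP. Compounds added before peptide; binding 20 min at RT.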
ELG1 genotoxic: inducers of genotoxicity in HEK293T ELG1-luciferase cells; HEK293T ELG1-luciferase reporter, luminescence, 16 h; Potency, µM (highest dose often 46 µM), for the others: at the top dose activity change, positive = activation, most hits filed as activators; 330,000 tested, 1.3% active; note: potency is the fitted concentration of half-maximal effect; % of control where 0% means no effect; nearly all actives have a fitted effect of over 60% in size
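Luminescence read-out: rising ELG1-luciferase signal, reflecting elevated ELG1 protein under genetic stress, flags genotoxic compounds. Cells were treated for 16 hr at 37 °C before ONE-Glo detection.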
USP2a block: USP2a (human) protease inhibition; USP2 core, Ub-CHOP2 coupled fluorogenic reporter, 485/531; Potency, µM (top dose mostly 38.3 µM), for the others: at the top dose activity change, negative = inhibition, usual class: inhibitors; 330,000 tested, 0.01% active;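 note: potency is the fitted concentration of half-maximal effect; plate controls were DMSO wells for no effect and full inhibition by NEM control for full effect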
Target sequence (O75604 whole entry, looked up): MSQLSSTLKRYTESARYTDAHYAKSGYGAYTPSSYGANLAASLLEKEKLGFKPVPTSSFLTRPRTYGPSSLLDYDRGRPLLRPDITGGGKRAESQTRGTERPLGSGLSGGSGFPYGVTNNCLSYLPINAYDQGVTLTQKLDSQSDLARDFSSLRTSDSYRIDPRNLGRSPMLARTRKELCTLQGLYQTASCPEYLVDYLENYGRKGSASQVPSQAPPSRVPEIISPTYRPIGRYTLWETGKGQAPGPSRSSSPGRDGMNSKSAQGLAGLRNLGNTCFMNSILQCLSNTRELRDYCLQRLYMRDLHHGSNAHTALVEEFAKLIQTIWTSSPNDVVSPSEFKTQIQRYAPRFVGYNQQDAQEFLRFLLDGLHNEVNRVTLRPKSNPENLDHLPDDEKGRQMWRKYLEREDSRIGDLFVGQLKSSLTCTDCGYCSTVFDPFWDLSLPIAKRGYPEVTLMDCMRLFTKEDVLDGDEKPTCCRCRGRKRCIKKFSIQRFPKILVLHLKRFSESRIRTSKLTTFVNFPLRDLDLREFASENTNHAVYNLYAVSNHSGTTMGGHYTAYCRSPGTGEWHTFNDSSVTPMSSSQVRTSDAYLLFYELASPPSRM
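Cell-free coupled assay: 10nM USP2 core preincubated 30min RT with compound in Tris-HCl pH 8.0/CaCl2/CHAPS buffer, then 25nM Ub-CHOP2 and 25nM reporter substrate; fluorescence (Ex 485/Em 531) read after 60min RT, normalized to NEM inhibition, concentration-response curves fitted.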
S-ASM inh: inhibitors of human secretory acid sphingomyelinase; 340,000 tested, 0.006% active; AID 504937; P17405; placental ASM, HMU-PC fluorogenic substrate, 60 min; Potency, µM (titrated, usually from 57.5 µM), for the others: at the highest dose activity change, negative = inhibition, hits mostly inhibitors; note: potency is the fitted concentration of half-maximal effect
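Fluorescence read-out (Ex 386 nm, Em 447 nm) after stopping the reaction at pH 10. Enzyme: ASM from human placenta; substrate HMU-PC0, 9 uM final; 60 min, 37 °C. Compound preincubation 10 min, ambient temperature.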
BRCA1 expr up: increases BRCA1 expression | MCF7-BRCA1-FFLuc reporter, luminescence, 48 h; response scale: scaled: vehicle 0%, 10 µM genistein 100% | Potency, µM (top dose mostly 46.1 µM), for the others: at the highest dose activation, hits mostly activators | 380,000 tested, 1.1% active; note: potency is the fitted concentration of half-maximal effect; nearly all actives have a fitted effect of over 80% in size; some results filed as inactive show a strong effect at the top dose
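First, MCF7-BRCA1-FFLuc cells (2000/well) attach for 2 h; next, compounds are pin-added and incubated 48 h at 37 °C; finally, luciferase reagent is added and luminescence read after 15 min.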
uPA generation: cell surface uPA generation inhibition. cell surface uPA generation assay, qHTS. Potency, µM (titrated, usually from 38.3 µM), without a hit: top-dose activity change, negative = inhibition, usual class: inhibitors. AID 540303. 330,000 tested, 0.31% active; active = well fitted inhibition curve with a large enough effect; inconclusive = small, poorly fitted or top-dose-only effect; inactive = no such curve, though single readings can be large or run the other way; tested in mouse RAW 264.7 cells; note: potency is the fitted concentration of half-maximal effect; % is set by controls: 0 for no effect and ±100 for the full control effect; nearly all actives have a fitted effect of over 55% in size
TRPV1 agonist: agonists of human vanilloid receptor 1 (TRPV1); TRPV1-expressing cells, Fluo-8 calcium influx, agonist mode; Q8NER1; activation, % at 8.33 µM; 320,000 tested, 0.19% active; in the data active = activation above about 80%; inconclusive = between about 30% and that limit; note: 0% is about no effect
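Cells expressing TRPV1 were dye-loaded with Fluo-8 and read kinetically: 10 s baseline, 3 min after compound (agonist portion), then 2 min after EC20 capsaicin (allosteric enhancer portion). Calcium-bound dye fluorescence at 480/520 nm.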
Eya2 phos inh: blocks the phosphatase activity of human Eya2; O00167; recombinant Eya2, OMFP fluorescence dephosphorylation (OMFP is methylfluorescein phosphate); Potency, µM (titrated, usually from 76.9 µM), inactives show top-dose activity, negative = inhibition, hits mostly inhibitors; 330,000 tested, 0.006% active; AID 488837; note: potency is the fitted concentration of half-maximal effect; % is set by controls: 0 for no effect and ±100 for the full control effect
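Eya2 (0.2 uM) preincubated 10 min at ambient with compound, then OMFP substrate added at 50 uM; 10 min reaction in 50 mM HEPES pH 7.5, 50 mM NaCl, 5 uM MgCl2, 0.05% BSA, 1 mM DTT. Fluorescence read at Ex 485/Em 525 nm.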
An asterisk follows results filed as active; i = inactive; ? = inconclusive; / = no result given; & = joins results of further samples; [ ] = remark or other dose. Unless noted, calls come from the whole dose curve; as a rule, active = well fitted curve in the direction sought with a large enough effect; inconclusive = small, poorly fitted or top-dose-only effect, or another doubt; inactive = no such curve, though single readings can be large; an effect the other way counts as inactive or inconclusive.

cpd	SMILES	B2AR arrestin	Integrin act MD	p53 reactivation	PTAP TSG101 blk	ELG1 genotoxic	USP2a block
1	COc1ccccc1N(C(=O)c1snc(C(N)=O)c1N)C(C(=O)NC1CCCC1)c1ccco1 (stereo unspecified)	0.1%	2%	-4%	-5%	-5%	4%
2	O=C(c1ccc(F)cc1)N1CCC(n2nnc3ccccc32)CC1	0.3%	38%	8%	4%	?	-2%
3	COc1cc(C(=O)n2nc(C)cc2C)cc(OC)c1OC	0.2%	3%	-2%	-6%	4%	4%
4	Cc1ccc(S(=O)(=O)N2C(=O)CCC2C(=O)O/N=C(\N)c2cccc([N+](=O)[O-])c2)cc1 (stereo unspecified)	-0.5%	-4%	7%	0%	-3%	2%
5	COc1ccc(C)cc1NC(=O)C1CCCN(S(=O)(=O)c2cccc3cccnc23)C1 (stereo unspecified)	-0.1%	-17%	/	-5%	-6%	0%
6	CCn1c(CC(=O)Nc2ccc(F)cc2)nnc1SCC(=O)Nc1nnc(C)s1	-0.3%	5%	1%	-1%	4%	-1%
7	C=CCN(c1ccc(C(=O)NCCc2ccccc2)cc1)S(C)(=O)=O	0.3%	14%[7.66 µM]	12%	1%	?	-6%
8	C=CCN1C(=O)CN=C1Nc1ccc(OC)cc1OC	0.0%	16%	-7%	-3%	0%	3%

cpd	S-ASM inh	BRCA1 expr up	uPA generation	TRPV1 agonist	Eya2 phos inh
1	i	-48%	/	24	9%
2	2%	-6%	-2%	0	-4%
3	0%	-11%	/	-1	-13%[15.4 µM]
4	0%	-18%	-3%	7	-7%
5	-3%	1%	15%	-1	1%
6	2%	-19%	-4%	-7	8%
7	2%	57%	/	-10	10%
8	3%	6%	-8%	/	16%

Following part.
cpd	SMILES	B2AR arrestin	Integrin act MD	p53 reactivation	PTAP TSG101 blk	ELG1 genotoxic	USP2a block
9	COCCN1Cc2cccc(C(=O)Nc3ccc4c(c3)OCCO4)c2C1=O	0.1%	3%	?	-4%	?	-1%
10	COc1ccc(CCNC2=NCCS2)cc1	-0.5%	-13%	1%	-5%	0%	-1%
11	COc1ccc2cc(C(=O)N/N=C/c3cc(OC)c(OC)c(OC)c3)[nH]c2c1	-0.3%	6%	0%	5%	-6%	1%
12	CC(C)NC(=S)N1CCN(C/C=C/c2ccccc2)CC1	0.0%	0%	-5%	0%	-8%	3%
13	O=C(Nc1ccc(C(=O)N2CCCC2)cc1)c1ccccc1Br	0.1%	-9%	-3%	0%	2%	1%
14	COc1ccc(/C=N/NC(=O)CSCc2ccc([N+](=O)[O-])cc2)cc1OC	-0.4%	1%	-1%	-3%	-1%	4%
15	COc1ccc(-c2nnn(CC(=O)N(CCN3CCOCC3)C(C(=O)NC3CCCCC3)c3ccco3)n2)cc1 (stereo unspecified)	-0.9%	8%	-1%	-1%	0%	1%
16	CCn1nc(C(=O)OCC(=O)N2CCc3ccccc32)c2ccccc2c1=O	-0.2%	2%	-1%	-4%	0%	0%

cpd	S-ASM inh	BRCA1 expr up	uPA generation	TRPV1 agonist	Eya2 phos inh
9	0%	7%	-5%	9	-1%
10	3%	11%	5%	0	4%
11	27%	61%	-11%	10	-13%
12	-2%	-22%	-6%	-1	-2%
13	4%	24%	17%	-9	-16%
14	1%	-17%	0%	2	3%
15	-2%	-31%	12%	0	6%
16	-2%	25%	-2%	3	3%

Following part:
cpd	SMILES	B2AR arrestin	Integrin act MD	p53 reactivation	PTAP TSG101 blk	ELG1 genotoxic	USP2a block
17	COCCNC(=O)CCn1nc(-c2ccc(C)cc2)c2ccccc2c1=O	0.1%	27%	0%	-3%	-2%	-12%
18	COC(=O)C1=C(C)N(Cc2ccccc2)C(=NCc2cc(OC)c(OC)c(OC)c2)N[C@H]1c1ccc(Br)cc1	-0.2%&-0.5%	-48%[inhibitor]	9%	-4%	-5%	-3%&1%
19	Cn1c(C(O)c2ccc3c(c2)OCO3)nc2ccccc21 (stereo unspecified)	-0.5%	0%	-24%	-5%	-15%	2%
20	N/C(Cc1cccs1)=N\OC(=O)COc1ccccc1	0.4%	4%	14%	-4%	23%	3%
21	CSc1nc2ccc(NC(=O)C3CC(=O)N(Cc4ccccc4)C3)cc2s1 (stereo unspecified)	-0.2%	8%	17%	0%	2%	-2%
22	COc1ccc(/C=N/NS(=O)(=O)c2ccccc2)cc1OS(=O)(=O)c1ccccc1	-0.2%	34%	2%	-3%	0%	-1%
23	O=C(NCCCn1ccnc1)c1ccncc1	0.2%	0%	0%	-9%	7%	1%
24	CCOC(=O)N1CCC(NC(=O)CSc2cc(=O)n(C)c3ccccc23)CC1	-3.5%	-33%	-3%	-2%	6%	1%

cpd	S-ASM inh	BRCA1 expr up	uPA generation	TRPV1 agonist	Eya2 phos inh
17	-2%	-8%	-2%	4	-1%
18	-1%	-17%	-28%	-7	-18%&-2%
19	2%	13%	-4%	-10	-2%
20	3%	58%	5%	12	-18%
21	-6%	-45%	-2%	21	10%
22	-3%	4%	-8%	-2	-19%
23	5%	2%	/	0	16%
24	-3%	0%	4%	-3	7%

Next part:
cpd	SMILES	B2AR arrestin	Integrin act MD	p53 reactivation	PTAP TSG101 blk	ELG1 genotoxic	USP2a block
25	CCCC(=O)Nc1nnc(-c2ccc3c(c2)OCO3)s1	0.1%	-4%	3%	-9%	?	-10%
26	O=S(=O)(Nc1ccc(O)c(NS(=O)(=O)c2ccccc2)c1)c1ccccc1	-0.6%	?	20%	-3%	2%	0%
27	C=CCNc1ccccc1S(=O)(=O)NCc1ccccc1	-0.4%	10%	6%	-7%	0%	1%
28	COc1ccc(NC(=O)Cn2nnc(C(=O)NCc3cccs3)c2N)cc1	0.0%	?	-8%	-3%	?	-1%
29	COC(=O)c1ccc(NC2=C(Cl)C(=O)OC2OC(=O)c2ccccc2)cc1 (stereo unspecified)	0.3%	5%	21%	0%	4%	-1%
30	O=C(CN1C(=O)NC2(CCCCC2)C1=O)N1CCN(S(=O)(=O)c2cccc([N+](=O)[O-])c2)CC1	-0.6%	17%	-9%	1%	2%	0%
31	CC(c1ccccc1)N(C)C(=O)CN1CCN(S(=O)(=O)c2ccc3c(c2)OCCCO3)CC1 (stereo unspecified)	3.3%	-15%	2%	-5%	-3%	-10%
32	CC(C)(Oc1ccc(CCNC(=O)c2ccc(-c3ccc(Cl)cc3)o2)cc1)C(=O)O	-1.0%	-1%	-2%	-6%	-6%	1%

cpd	S-ASM inh	BRCA1 expr up	uPA generation	TRPV1 agonist	Eya2 phos inh
25	7%	20%	-7%	1	8%
26	0%	0%	-22%	-2	3%
27	-8%	0%	-26%	/	3%
28	-1%	5%&1%	1%	2	4%
29	-11%	0%	2%	8	-1%
30	3%	1%	17%	-2	-15%
31	-1%	-28%	-3%	14	?
32	-1%	8%	-2%	1	-11%

Just ELG1 genotoxic, B2AR arrestin and p53 reactivation, for three of the compounds above:
No.	smiles	ELG1 genotoxic	B2AR arrestin	p53 reactivation
25	CCCC(=O)Nc1nnc(-c2ccc3c(c2)OCO3)s1	?	0.1%	3%
26	O=S(=O)(Nc1ccc(O)c(NS(=O)(=O)c2ccccc2)c1)c1ccccc1	2%	-0.6%	20%
27	C=CCNc1ccccc1S(=O)(=O)NCc1ccccc1	0%	-0.4%	6%

Next section.
cpd	SMILES	B2AR arrestin	Integrin act MD	p53 reactivation	PTAP TSG101 blk	ELG1 genotoxic	USP2a block
33	O=S(=O)(c1ccc(Br)cc1)N1CCN(Cc2ccco2)CC1	0.3%	10%	/	-4%	-2%	0%
34	COC(=O)c1c(-c2ccccc2)noc1C	0.8%	-23%	0%	-3%	1%	4%
35	Cn1c(SCC(=O)NC(C)(C)C)nnc1-c1ccc(C(C)(C)C)cc1	1.0%	-16%	-3%	-5%	-12%	0%
36	CCN(C[C@H]1N[C@@](CC)(C(=O)OC)[C@H]2C(=O)N(C)C(=O)[C@@H]12)C(=O)Nc1ccc(C)cc1	-1.3%	3%	9%	-3%	1%	0%
37	Cc1ccc(-c2noc(CCC(=O)N3CCN(c4cccc(C(F)(F)F)c4)CC3)n2)cc1	-0.4%	-6%	-7%	4%	-18%	2%
38	O=C(Nc1cccc2ccccc12)/C(=C/c1ccc([N+](=O)[O-])cc1)NC(=O)c1ccccc1	-0.1%	-10%	-2%	-3%	-8%	1%

cpd	S-ASM inh	BRCA1 expr up	uPA generation	TRPV1 agonist	Eya2 phos inh
33	8%	1%	3%	14	7%
34	-2%	11%	2%	1	-4%
35	-2%	-27%	?	4	15%
36	2%	4%	5%	/	3%
37	-23%	-29%	2%	13	-37%
38	-8%	-41%	-8%	/	4%

Assay outcomes deposited in PubChem by National Center for Advancing Translational Sciences (NCATS).
